Source: PubChem BioAssay (Broad Institute)
PGC1a acetyl inh = PGC1a acetylation modulation, inhibitor mode; U2OS PGC1a acetylation, AlphaScreen anti-acetyl-lysine; with virally co-expressed GCN5 acetyltransferase; inhibition, % at 15.6 µM; 350,000 tested, 0.17% active;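 active means every replicate shows inhibition of at least 40%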;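 further: 0% = neutral control wells and 100% = positive control wells; some results beyond the cut were filed as inactive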
ARNT-TACC3 inh = ARNT/TACC3 interaction disruption | AlphaScreen His-ARNT PAS-B/GST-TACC3 binding, luminescence; TACC3 fragment carries E629A point mutation | 390,000 tested, 0.66% active | AID 623870 | inhibition, % at 9.99 µM;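 active means mean inhibition of replicates at least 50% and at least half of replicates each reaching 50%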;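 further: 0% = complete ARNT plus TACC3 wells and 100% = ARNT alone without TACC3; many hits fall short of the cut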
PglD DTNB = inhibitors of Campylobacter jejuni PglD acetyltransferase; inhibition, % at 12.5 µM; purified PglD enzyme, DTNB colorimetric CoA detection; 360,000 tested, 0.098% active; AID 602405; in the data active means inhibition above about 16%, passing the limit was not always enough; further: strong numbers were not always called active
Statin myotox sup = suppression of simvastatin myotoxicity; C2C12 myotubes + simvastatin, ATP luminescence, 48 h; scaled: DMSO 0, geranylgeraniol control 100; rescue of ATP level, % at 7.49 µM; 330,000 tested, 0.78% active; AID 602340;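 active means mean ATP rescue above about 67%, or every replicate alone reaching that limit, limit read from the data, passing the limit was not always enough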;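 further: myotubes were challenged with 10 µM simvastatin during compound exposure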
PAX8 inh HTS = inhibitors of PAX8 transcriptional activity in RMG-I cells; RMG-I TPO-luciferase reporter, SteadyGlo, 24 h; inhibition, % at 12.6 µM; 360,000 tested, 1.2% active; AID 652154;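 active means mean replicate inhibition at least 60% with every replicate also reaching 60%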;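 further: luciferase light reporting Pax8 driven TPO promoter activity; plate controls were median of neutral control wells for no effect and mitoxantrone controls for full effect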
GSIS activator = primary screen for activators of insulin secretion dependent on glucose, INS-1E cells, GLuc reporter luminescence | activation, % at 16.6 µM | INS-1E GLuc reporter insulin secretion, 2-3 h | 370,000 tested, 0.61% active;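 active means lowest replicate activation of at least 40%, so every replicate reaches that level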;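 further: 0% = median of neutral control wells and 100% = median of IBMX positive control wells; some compounds called inactive have numbers as strong as hits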
Cneo AK release = causes C. neoformans cell lysis | 360,000 tested, 0.2% active | AID 651654 | adenylate kinase release luminescence, 4 h; normalised: neutral wells 0, clomiphene wells 100 | lysis activity, % at 15 µM;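 active means mean lysis activity across replicates of at least 80%, whatever share of replicates individually reach that level; inactive means mean lysis activity below 80%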
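Assay system: Cryptococcus neoformans yeast cells / Dosing: single-point compound dose / Timing: 4 h at 37 °C static, read 1 h later / Measured by: luminescence of released adenylate kinase using an AK detection reagent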
LGR2 inh = blocks bursicon-induced cAMP signaling via Drosophila LGR2 | 380,000 tested, 0.35% active | inhibition, % at 9.99 µM | HEK293 LGR2, CRE-luciferase, bursicon-stimulated, 4 h | AID 720647;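 active means drop in luminescence signal, shown as inhibition above about 50% in the replicate tests, limit read from the data, passing the limit was not always enough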;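 further: agonist challenge used bursicon conditioned medium at about half maximal strength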
* = called active by the depositor; nt = not tested or not shown.

Every second line gives: PGC1a acetyl inh, ARNT-TACC3 inh, PglD DTNB, Statin myotox sup, PAX8 inh HTS, GSIS activator, Cneo AK release, LGR2 inh
NC(=O)c1ncn([C@@H]2O[C@H](CNCc3cccn3-c3ccncc3)[C@@H](O)[C@H]2O)n1
→ 4.6, -10.5, -0.8, 3.8, 14.4, -0.5, 8.2, -14.3
Cc1cc(F)ccc1-c1cc(C(=O)NCc2ccccc2)[nH]n1
→ -12.5, nt, 0.6, 2.5, -0.4, -26.7, -3.5, -9.8
Cc1cc(C)nc(SCC(=O)Nc2sc3c(c2C#N)CCC(C)C3)n1 (stereo unspecified)
→ -24.0, -3.1, 3.6, 21.1, nt, nt, 2.7, nt
O=C(NCC1CCN(Cc2ccc(Cl)cc2)CC1)C1CCCN(c2ncnc3c2nc2n3CCCCC2)C1 (stereo unspecified)
→ 9.3, 6.2, -1.8, -12.4, 37.1, -35.5, -0.8, 0.1
Cc1csc(NC(=O)CCNC(=O)c2ccc([N+](=O)[O-])cc2)n1
→ 12.6, 17.5, 3.2, 1.0, 11.6, 0.4, -4.5, -16.5
COc1cccc(NC(=S)NNC(=O)Cn2nc(C(F)F)cc2C(F)F)c1
→ nt, 12.0, nt, nt, -0.1, 34.0, nt, -5.8
COc1cc(C)c(S(=O)(=O)n2nnc3ccccc32)cc1C
→ -2.0, -4.6, -2.2, -7.1, nt, 9.7, -0.3, 3.3
CC(=O)c1ccc(N2CCN(C(=O)C3CCCN(S(=O)(=O)c4c(C)[nH]c(=O)[nH]c4=O)C3)CC2)cc1 (stereo unspecified)
→ -5.0, -2.6, nt, 6.4, -17.1, 14.5, nt, -14.1
CCCC(=O)Nc1ccc2c(c1)OC[C@@H](C)N(CC1CCCC1)C[C@@H](C)[C@H](OC)CN(C)C2=O
→ -4.1, nt, nt, nt, -8.7, -5.7, nt, -6.4
CCOc1ccccc1N(CC(=O)Nc1cc(OC)ccc1OC)S(C)(=O)=O
→ 1.9, -0.2, -2.0, 13.7, 14.4, nt, -14.1, nt
N=c1n(CCN2CCOCC2)c2ccccc2n1CC(O)COc1ccccc1 (stereo unspecified)
→ 14.3, 0.6, -2.4, -4.1, nt, nt, 1.7, nt
COc1ccc(S(=O)(=O)N2CCN(c3ccc(F)cc3)CC2)cc1OC
→ nt, 14.0, 0.8, 8.0, -0.6, 18.1, 0.3, 21.7
CO[C@@H]1CN(C)C(=O)c2cc(NC(=O)NC(C)C)ccc2OC[C@@H](C)N(Cc2ccccn2)C[C@H]1C
→ 2.5, -5.7, 0.3, -29.0, -12.0, 8.2, -3.6, 1.6
CCC1(C)Cc2c(sc(NC(=S)NC(=O)c3ccccc3)c2C#N)CO1 (stereo unspecified)
→ -1.8, -3.2, nt, -20.7, -4.1, -5.7, nt, -60.3
CC(=O)c1cccc(OCc2cc(C(=O)N(C)C(C)c3ccccn3)no2)c1 (stereo unspecified)
→ 2.1, 2.5, -3.1, 2.0, -1.0, -4.7, -0.8, 6.6
CN(CCOc1ccc(Cl)cc1)C(=O)c1cccc(S(=O)(=O)N2CCN(c3ccc(F)cc3)CC2)c1
→ -3.2, -4.0, -4.0, -13.0, nt, nt, 2.5, nt
COc1cc(/C=N/NC(=O)c2ccc(CSc3nncn3C)cc2)cc(OC)c1O
→ 2.6, -0.8, nt, nt, -20.2, -10.9, nt, 23.5
Cc1cccc(C(=O)N2CCc3c([nH]c4ccccc34)C2CC(C)C)n1 (stereo unspecified)
→ 2.2, 6.3, nt, 25.6, -9.8, -14.8, nt, -20.3
CCCc1ccc2oc(C(=O)NCCN3CCCC(O)C3)c(C)c2c1 (stereo unspecified)
→ 0.7, -1.8, 5.8, nt, -40.7, -29.7, -1.6, -25.6
C[C@H](CO)N1C[C@H](C)[C@@H](CN(C)C(=O)Nc2ccc(F)cc2)OCCCC[C@H](C)Oc2ccc(NC(=O)Nc3ccccc3)cc2C1=O
→ -29.6, 0.0, 0.7, 38.3, -0.9, -6.0, -2.1, 18.6
C[C@@H]1CCCCO[C@H](CN(C)S(=O)(=O)c2cn(C)cn2)[C@H](C)CN([C@@H](C)CO)C(=O)c2cc(NC(=O)CCCCCC(=O)Nc3ccccc3N)ccc2O1
→ -15.4, 7.6, 0.4, nt, -3.0, 6.9, -2.7, -4.2
Cc1cccc(C(=O)NNC(=O)c2cc3cc4ccccc4nc3s2)c1
→ 8.2, -4.0, -1.7, -14.4, nt, nt, -1.1, nt
Fc1ccccc1NC(=S)N1CCC(c2ccccc2)C1 (stereo unspecified)
→ -10.9, -5.4, -4.9, -13.3, -111.4, 17.4, -2.8, -52.3
COc1cc(C(=O)N/N=C(\C)Cc2ccccc2)cc(OC)c1OC
→ 11.5, 4.1, nt, nt, -5.2, 2.4, nt, 23.4
CC(=O)c1ccc(S(=O)(=O)Nc2ccccc2C(=O)NC2CC2)cc1
→ 1.2, -0.9, 11.7, 15.0, 1.1, nt, -4.3, 16.5
COc1ccc(CN(CCc2ccccc2)Cc2ccccc2)cc1OC
→ -48.4, -13.3, 7.0, 15.0, 9.7, 9.3, -4.6, 14.3
O=C(NC[C@H]1[C@H](c2ccccc2)[C@@H](CO)N1C(=O)Cc1cccnc1)C1CCC1
→ -2.6, -1.5, 1.6, -11.8, -13.7, 12.7, 1.5, 3.2
C[C@H]1CN([C@@H](C)CO)C(=O)c2cc(NC(=O)CCC(F)(F)F)ccc2O[C@@H]1CN(C)S(=O)(=O)c1ccc(Cl)cc1
→ 7.9, -10.6, 0.4, -14.8, -4.5, -7.1, -0.5, -9.2
CCOc1ccc(NC(=O)CSc2nncc(=O)[nH]2)cc1
→ -2.6, -2.7, -2.3, 47.0, -10.0, -20.4, 2.1, -3.7
CN1CCN(c2sc(S(C)(=O)=O)nc2S(=O)(=O)c2ccc(Cl)cc2)CC1
→ 4.7, 0.8, -1.2, -0.7, 52.2, 20.6, -0.4, 12.5
CC(C)(C)NC(=O)c1cccc(NC(=O)CSc2ccccc2)c1
→ 3.3, -9.0, -8.8, -40.5, nt, nt, -0.9, nt
CC(=O)N/C(=C\c1ccccc1)C(=O)OCC(=O)NC1CCS(=O)(=O)C1 (stereo unspecified)
→ 9.4, -2.1, -1.3, -2.1, -2.0, 12.8, 0.2, -5.5
NC(=O)NC1(C(=O)O)CCCC1
→ 11.2, -28.0, -1.9, -4.6, nt, -1.8, -2.3, -8.3
O=c1oc2ccccc2cc1-c1nc(-c2ccccc2)no1
→ -0.4, -12.0, -1.2, -4.3, nt, nt, -1.0, nt
COc1ccc(N2CCN(C(=O)c3ccccc3NS(=O)(=O)c3ccccc3)CC2)cc1
→ nt, 7.9, 4.4, 6.0, -42.4, -5.3, -7.1, 0.2
CCN(CC)CCOc1ccc(-c2c(C)c3c(ccc4ccccc43)oc2=O)cc1
→ nt, nt, 7.2, 1.6, -32.4, 2.9, 0.6, -36.1
C[C@H]1CN([C@@H](C)CO)C(=O)Cc2cc(NC(=O)CCN3CCOCC3)ccc2O[C@H]1CN(C)C(=O)Nc1ccc(C(F)(F)F)cc1
→ 1.2, -9.2, -0.1, -13.6, nt, 8.7, 0.1, -6.0
O=C1CCCN1CCCN1CC(C(=O)N(CCO)Cc2ccccc2)CCC1=O (stereo unspecified)
→ 1.4, -2.4, -5.5, -7.5, -11.4, -0.7, -5.7, -2.4
N/C(=N\OC(=O)c1ccco1)c1cccc([N+](=O)[O-])c1
→ 1.3, 2.0, nt, nt, -163.6, -14.0, nt, -126.3
COc1ccccc1NC(=O)CSc1n[nH]c(-c2ccccn2)n1
→ nt, 60.7*, nt, 0.3, 8.6, 29.8, nt, 10.4
CC(C)(C)NC(=O)/C(=C\c1ccco1)NC(=O)c1cccs1
→ -1.2, -0.9, 11.1, nt, 33.6, 1.7, 3.1, 1.1
COc1ccc(CCNC(=O)C2CCN(S(=O)(=O)c3ccc4nc5c(c(C(=O)O)c4c3)CCCC5)CC2)cc1OC
→ 4.0, 18.2, -0.6, 3.7, -3.9, 0.8, 0.6, -9.0
Cc1ccc2c(c1)N(CC(=O)OC(CC(C)C)C(=O)NC1CCCC1)C(=O)CO2 (stereo unspecified)
→ -24.2, -2.8, -0.5, -4.2, nt, nt, 0.3, nt
O=C(Nc1ccn(-c2ccccc2)n1)c1ccccc1Br
→ 1.1, -8.7, -1.3, 1.8, -115.9, -9.3, -3.5, -35.9
Cc1ccc(NC(=O)CSc2ncn[nH]2)cc1
→ nt, 0.5, nt, nt, -19.7, 18.2, nt, -6.7
Cc1ccc(N2CC(C(=O)N3CCC(C(=O)Nc4nnc(C(C)(C)C)s4)CC3)CC2=O)cc1 (stereo unspecified)
→ -1.9, nt, 0.2, -4.0, 12.5, -5.1, 6.2, -2.6
C=CCn1c(=O)c(C(=O)NCc2ccc3c(c2)OCO3)c(O)c2ccccc21
→ 3.4, -2.1, -5.4, -1.3, -2.0, -1.4, 5.1, -3.3
COc1cc2ccccc2cc1C(=O)OCC(=O)NC1CCS(=O)(=O)C1 (stereo unspecified)
→ nt, -1.5, nt, nt, 1.4, 2.9, nt, -15.1
CCOCCCNC(=O)C(NC(=O)Cc1cccs1)c1ccc(Cl)cc1 (stereo unspecified)
→ -0.1, 3.8, nt, nt, -1.9, 7.7, nt, -12.5
Cc1nnc(SCc2ccc(CSc3nnc(C)c(=O)[nH]3)cc2)[nH]c1=O
→ 6.8, 0.9, nt, nt, 13.2, 7.2, nt, -17.0
C[N+]1(CN2C(=O)C3C4C=CC(C4)C3C2=O)CCCCC1 (stereo unspecified)
→ 5.1, 1.3, nt, nt, 5.9, 9.8, nt, 9.8
O=C(CN1C(=O)C2C3C=CC(C3)C2C1=O)NCCN1CCCc2ccccc21 (stereo unspecified)
→ 1.2, nt, -1.5, nt, nt, 9.7, 0.3, -4.0
C=CCn1c(CCn2c3ccccc3c3ccccc32)n[nH]c1=S
→ 5.7, -9.8, 1.8, nt, 4.2, 28.3, -6.4, -4.3
CC(C)(C)OC(=O)N1CCC[C@H]1c1nnc(SCc2ccc(Cl)cc2)o1
→ nt, 5.0, 6.0, 18.8, -7.1, -0.5, 0.9, -2.0
CCS(=O)(=O)Nc1ccc2c(c1)C(=O)N(C)[C@H]1CC[C@H](CC(=O)NCCOC)O[C@H]1CO2
→ nt, 0.1, 0.7, -10.8, 6.7, 0.8, 2.3, -3.8
CC1COc2ccccc2N1S(=O)(=O)c1ccc(Cl)cc1 (stereo unspecified)
→ 23.7, 6.2, nt, nt, 30.0, -37.7, nt, -8.9

Not a retest: entries from further up.
Every second line gives: PGC1a acetyl inh, ARNT-TACC3 inh, PglD DTNB, Statin myotox sup, PAX8 inh HTS, GSIS activator, Cneo AK release, LGR2 inh
CC(C)(C)NC(=O)/C(=C\c1ccco1)NC(=O)c1cccs1
→ -1.2, -0.9, 11.1, nt, 33.6, 1.7, 3.1, 1.1
COc1ccc(CCNC(=O)C2CCN(S(=O)(=O)c3ccc4nc5c(c(C(=O)O)c4c3)CCCC5)CC2)cc1OC
→ 4.0, 18.2, -0.6, 3.7, -3.9, 0.8, 0.6, -9.0
